# CXCR6 inh: inhibitors of human CXCR6 receptor; 0.36% of 360,000 active; CHO-K1 PathHunter CXCR6 beta-arrestin, luminescence; AID 602244; O00574; inhibition, % at 20 µM; in the data active means inhibition above about 34%, passing the limit was not always enough;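 further: antagonist mode with CXCL16 agonist at 10 nM final; 0% = 10 nM CXCL16 with DMSO and 100% = unstimulated wells without agonist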
# Target sequence (O00574 whole entry, looked up): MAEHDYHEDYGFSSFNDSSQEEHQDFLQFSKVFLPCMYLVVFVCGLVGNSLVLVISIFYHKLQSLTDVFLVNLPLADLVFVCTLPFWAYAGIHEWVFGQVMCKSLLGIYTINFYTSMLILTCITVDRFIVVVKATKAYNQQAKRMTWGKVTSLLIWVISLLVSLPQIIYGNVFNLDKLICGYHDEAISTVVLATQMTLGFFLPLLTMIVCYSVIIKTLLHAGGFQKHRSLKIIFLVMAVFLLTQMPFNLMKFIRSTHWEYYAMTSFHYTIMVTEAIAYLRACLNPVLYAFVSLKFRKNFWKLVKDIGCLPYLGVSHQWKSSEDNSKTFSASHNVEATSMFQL
# Jurkat NFkB inh: lowers PMA/ionomycin-induced NF-kB signal in Jurkat cells; 0.53% of 330,000 active; inhibition, % at 4 µM; PMA/ionomycin-induced NF-kB luciferase reporter, luminescence; in the data active means inhibition above about 50%
# APJ antagonist: antagonists of human APJ apelin receptor; P35414; 0.32% of 330,000 active; CHO-K1 APJ beta-arrestin complementation, luminescence; AID 2521; inhibition, % at 20 µM;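 active means inhibition above about 40% at 20 µM, limit read from the data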;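 further: cells challenged with 10 nM apelin-13 agonist together with compound; plate controls were apelin-13 plus DMSO wells for no effect and DMSO wells lacking apelin-13 for full effect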
# Target sequence (P35414 whole entry, looked up): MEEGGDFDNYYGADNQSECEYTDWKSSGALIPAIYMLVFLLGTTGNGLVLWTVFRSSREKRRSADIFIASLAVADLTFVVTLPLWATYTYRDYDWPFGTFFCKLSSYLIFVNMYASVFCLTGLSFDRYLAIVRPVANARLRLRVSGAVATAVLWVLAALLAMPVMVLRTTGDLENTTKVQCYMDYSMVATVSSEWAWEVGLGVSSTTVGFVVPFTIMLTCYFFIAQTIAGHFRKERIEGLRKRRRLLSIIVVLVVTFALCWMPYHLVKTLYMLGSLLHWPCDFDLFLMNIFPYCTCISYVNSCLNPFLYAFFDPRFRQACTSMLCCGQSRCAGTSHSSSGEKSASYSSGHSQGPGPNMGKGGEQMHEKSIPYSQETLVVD
# Gli-Sufu block: antagonists of Gli-Sufu signaling. Sufu-KO-LIGHT fibroblasts, Gli luciferase reporter luminescence. inhibition, % at 5 µM. AID 588413. 0.74% of 340,000 active;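 active means inhibition above about 55%, limit read from the data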;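 further: 0% = DMSO-treated cells and 100% = wells with medium but no cells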
# CCR6 antagonist: CCR6 (human) receptor antagonism | P51684 | CHO-K1 CCR6 PathHunter beta-arrestin, luminescence, CCL20-stimulated | inhibition, % at 20 µM | 0.49% of 340,000 active | AID 493098;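 active means compounds whose inhibition of the agonist-driven luminescence signal at 20 µM reaches about 50%, limit read from the data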;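 further: cells stimulated with CCL20 at 14 nM final; plate controls were DMSO with CCL20 for no effect and DMSO without agonist for full effect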
# Target sequence (P51684 whole entry, looked up): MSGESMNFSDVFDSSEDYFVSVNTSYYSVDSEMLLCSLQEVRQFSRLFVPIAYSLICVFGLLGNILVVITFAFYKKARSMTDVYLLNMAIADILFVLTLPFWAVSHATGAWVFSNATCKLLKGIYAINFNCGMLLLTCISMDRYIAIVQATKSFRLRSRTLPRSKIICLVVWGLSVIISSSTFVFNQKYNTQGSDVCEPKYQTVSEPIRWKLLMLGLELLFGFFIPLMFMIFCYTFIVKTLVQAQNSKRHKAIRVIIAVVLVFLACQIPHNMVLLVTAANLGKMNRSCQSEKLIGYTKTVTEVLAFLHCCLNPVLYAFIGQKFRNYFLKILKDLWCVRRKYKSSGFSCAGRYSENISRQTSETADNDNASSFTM
# 697 NFkB inh: lowers PMA/ionomycin-induced NF-kB signal in 697 B cells. 697 B-cell NF-kB luciferase reporter, 16 h. inhibition, % at 4 µM. 0.33% of 330,000 active; in the data active means inhibition above about 35%
# UBC13 polyUb: human UBC13 polyubiquitination inhibition; 0.47% of 330,000 active; inhibition, % at 20 µM; AID 485273; UBC13 polyubiquitin chain formation, TR-FRET; in the data active means inhibition above about 45%, passing the limit was not always enough
# EBI2 antag: blocks human EBI2 receptor beta-arrestin signaling; EBI2 beta-arrestin recruitment, luminescence, 7a,25-OHC stimulated; 0.81% of 360,000 active; AID 651636; inhibition, % at 5 µM; P32249; in the data active means inhibition above about 38%;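 further: enzyme fragment complementation signal reports receptor beta-arrestin coupling in cells; 0% = agonist plus DMSO wells and 100% = wells without agonist; some results beyond the cut were filed as inactive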
# Active calls of the source: *; nt = no result given. Rows are unselected. Share with any hit: about 3%.
No.	Compound	CXCR6 inh	Jurkat NFkB inh	APJ antagonist	Gli-Sufu block
1	COCCC(=O)N1CCC(Oc2ccc(C(=O)N(C)C(C)c3ccon3)cc2)CC1 (stereo not drawn)	1.4	1.9	-5.4	-15.2
2	Cc1cc(C(=O)COC(=O)CCC(=O)c2ccc3c(c2)OCCO3)c(C)n1Cc1ccco1	-3.9	7.0	12.6	-6.1
3	CCOC(=O)c1ccc(NC(=O)Nn2cnnc2)cc1	-15.0	-2.4	15.3	-16.5
4	Cc1sc2ncnc(N3CCC(C(=O)Nc4ccc(C#N)cc4)CC3)c2c1C	0.9	11.4	21.4	15.3
5	O=C(Nc1ccc(OC(F)(F)F)cc1)Oc1ccccc1N1CCOCC1	-17.2	11.1	-1.9	-5.0
6	COc1ccc(NC(=O)c2cc3c(s2)CCC3)cc1S(=O)(=O)N1CCOCC1	5.7	14.2	-14.3	3.9
7	O=S(=O)(Nc1cccc(-c2cn3cccnc3n2)c1)c1ccc(-c2ccccc2)cc1	-2.7	-12.9	-10.7	-10.4
8	Cc1ccc2ccc(C(Nc3cccc(C(F)(F)F)c3)c3cccnc3)c(O)c2n1 (stereo not drawn)	40.3*	-3.0	20.9	-0.6
9	CCCn1ncc(CN2CCN(Cc3ccc(C)o3)C(CCO)C2)c1C (stereo not drawn)	2.1	-10.3	11.9	-0.4
10	O=C(CN1C(=O)NC2(CCCC2)C1=O)NCc1cccc(Cl)c1	-3.0	9.6	2.4	2.8
11	Cc1cc(C(=O)Nc2ccc(Br)cc2)cs1	3.5	-135.2	7.5	-67.8
12	OC(CNCc1ccncc1)c1ccccc1 (stereo not drawn)	-4.7	-2.2	11.2	-3.9
13	Cn1nc(C(=O)NCc2ccco2)c2ccccc2c1=O	-4.0	-11.9	4.3	-3.2
14	O=C1/C(=C\c2ccc3c(c2)OCO3)CCC/C1=C/c1ccc2c(c1)OCO2	7.8	13.7	25.4	-59.4
15	COCCCNC(=O)CCn1nc(-c2ccc(Cl)cc2)ccc1=O	-1.3	4.8	12.2	1.6

No.	CCR6 antagonist	697 NFkB inh	UBC13 polyUb	EBI2 antag
1	-5.8	12.5	4.0	4.8
2	6.0	9.7	5.8	-4.9
3	1.8	11.8	-5.7	-6.9
4	-6.9	-12.8	7.9	-4.1
5	-3.3	21.4	-1.0	-0.7
6	8.9	-19.0	-8.3	7.4
7	6.7	-19.2	2.8	6.3
8	52.6*	3.0	-9.1	18.5
9	12.7	10.0	-9.2	-2.2
10	8.7	4.5	5.2	2.5
11	-8.4	-72.5	-0.2	-7.8
12	-2.7	15.9	2.2	-4.7
13	-9.3	-0.7	-10.7	0.3
14	14.3	-9.1	-5.4	-7.7
15	10.9	6.8	-8.1	-4.5

# Marked active in CCR6 antagonist, of those listed so far:
no. | SMILES | CXCR6 inh | Jurkat NFkB inh | APJ antagonist | CCR6 antagonist | 697 NFkB inh | UBC13 polyUb | EBI2 antag
8 | Cc1ccc2ccc(C(Nc3cccc(C(F)(F)F)c3)c3cccnc3)c(O)c2n1 (stereo not drawn) | 40.3* | -3.0 | 20.9 | 52.6* | 3.0 | -9.1 | 18.5

# Three compounds out of the list, arranged by count of non-hydrogen atoms, low to high:
No.	Compound	CXCR6 inh	Jurkat NFkB inh	APJ antagonist	Gli-Sufu block
12	OC(CNCc1ccncc1)c1ccccc1 (stereo not drawn)	-4.7	-2.2	11.2	-3.9
13	Cn1nc(C(=O)NCc2ccco2)c2ccccc2c1=O	-4.0	-11.9	4.3	-3.2
10	O=C(CN1C(=O)NC2(CCCC2)C1=O)NCc1cccc(Cl)c1	-3.0	9.6	2.4	2.8

No.	CCR6 antagonist	697 NFkB inh	UBC13 polyUb	EBI2 antag
12	-2.7	15.9	2.2	-4.7
13	-9.3	-0.7	-10.7	0.3
10	8.7	4.5	5.2	2.5

# (next part)
No.	Compound	CXCR6 inh	Jurkat NFkB inh	APJ antagonist	Gli-Sufu block
16	Cc1ccc(NC(=O)COc2nsnc2N2CCOCC2)cc1Cl	-15.7	-5.5	-12.0	-6.4
17	CN1/C(=C\C(=O)C[n+]2ccc(C(=O)c3ccccc3)cc2)C(C)(C)c2ccccc21	-10.8	30.4	-13.5	3.4
18	CCNc1nc(NCC)nc(NS(=O)(=O)c2ccc(N)cc2)n1	7.2	-6.0	0.2	15.0
19	COC(=O)c1c(NC(=O)c2nc3ccccc3s2)sc2c1CCN(C(C)=O)C2	10.7	-22.3	10.3	-2.8
20	O=C(O)CC(NC(=S)NCc1ccccc1)C(=O)O (stereo not drawn)	2.5	2.9	1.3	-13.9
21	COc1ccc(NC(=O)NNC(=O)c2cc3occc3n2C)c(OC)c1	-3.5	18.5	17.3	15.4
22	CCSc1nc2c(sc3nc(C)cc(C)c32)c(=O)[nH]1	nt	-83.4	-10.7	nt
23	CC(Cc1ccccc1)NC(=O)C1CCCNC1=O (stereo not drawn)	2.3	23.2	12.6	-5.4
24	COc1cccc(-c2cc(C(=O)Nc3cnn(Cc4ccccc4C)c3)no2)c1	10.0	-1.3	-21.6	30.4
25	Cc1ccc(OCC(=O)NCCc2nc3ccccc3[nH]2)c(C)c1	7.8	-32.4	-3.1	5.6
26	COCCn1c(C)cc(/C=C2/NC(=O)N(c3ccc(Cl)cc3)C2=O)c1C	5.2	-10.9	-8.3	-4.4
27	Cc1cccc(OCCCC(=O)NNC(=O)c2ccccn2)c1	18.2	2.2	2.9	-6.8
28	CCn1c(C)c(CS(=O)(=O)c2ccccc2)[nH]c1=O	-1.0	-19.4	-7.6	0.7
29	NS(=O)(=O)c1ccc(CCNC(=O)CNC(=O)c2ccccc2Br)cc1	-2.1	-1.8	3.7	12.7
30	Cc1ccc(CN(c2ccc(C(=O)Nc3cccnc3)cc2)S(C)(=O)=O)cc1	-6.8	0.3	9.0	1.8

No.	CCR6 antagonist	697 NFkB inh	UBC13 polyUb	EBI2 antag
16	2.2	0.5	6.2	-5.2
17	-9.1	11.0	6.2	4.4
18	1.4	-0.6	-5.4	-8.6
19	16.3	16.2	103.5*	0.0
20	6.3	27.9	1.1	-1.6
21	1.8	-8.6	-6.1	-28.4
22	nt	-120.1	-3.5	nt
23	5.2	5.4	0.1	2.6
24	13.8	1.0	24.4	24.4
25	2.2	7.4	3.8	-13.7
26	1.2	9.6	-1.3	-10.9
27	8.4	14.3	75.3*	-7.3
28	6.8	2.3	-6.1	-2.9
29	-0.9	16.2	-0.1	-5.1
30	11.4	-3.8	-2.9	-5.2

# From compound 16 as far as 22, as listed above:
No.	Compound	CXCR6 inh	Jurkat NFkB inh	APJ antagonist	Gli-Sufu block
16	Cc1ccc(NC(=O)COc2nsnc2N2CCOCC2)cc1Cl	-15.7	-5.5	-12.0	-6.4
17	CN1/C(=C\C(=O)C[n+]2ccc(C(=O)c3ccccc3)cc2)C(C)(C)c2ccccc21	-10.8	30.4	-13.5	3.4
18	CCNc1nc(NCC)nc(NS(=O)(=O)c2ccc(N)cc2)n1	7.2	-6.0	0.2	15.0
19	COC(=O)c1c(NC(=O)c2nc3ccccc3s2)sc2c1CCN(C(C)=O)C2	10.7	-22.3	10.3	-2.8
20	O=C(O)CC(NC(=S)NCc1ccccc1)C(=O)O (stereo not drawn)	2.5	2.9	1.3	-13.9
21	COc1ccc(NC(=O)NNC(=O)c2cc3occc3n2C)c(OC)c1	-3.5	18.5	17.3	15.4
22	CCSc1nc2c(sc3nc(C)cc(C)c32)c(=O)[nH]1	nt	-83.4	-10.7	nt

No.	CCR6 antagonist	697 NFkB inh	UBC13 polyUb	EBI2 antag
16	2.2	0.5	6.2	-5.2
17	-9.1	11.0	6.2	4.4
18	1.4	-0.6	-5.4	-8.6
19	16.3	16.2	103.5*	0.0
20	6.3	27.9	1.1	-1.6
21	1.8	-8.6	-6.1	-28.4
22	nt	-120.1	-3.5	nt

# (continued)
No.	Compound	CXCR6 inh	Jurkat NFkB inh	APJ antagonist	Gli-Sufu block
31	CN(C)CCOc1ccc(-c2c(-c3ccsc3)sc3ccccc23)cc1	-19.4	-2.3	5.9	16.7
32	CCOC(=O)C1=C(C)NC(=O)NC1c1cn(-c2ccccc2)nc1-c1cccs1 (stereo not drawn)	-5.3	7.6	-1.8	2.0
33	C=CCSC1=N/C(=C\c2ccc(C)o2)C(=O)S1	9.0	-4.2	12.1	-0.5
34	COc1ccc(N2CC(C(=O)NCCc3ccc(OC)c(OC)c3)CC2=O)cc1 (stereo not drawn)	-7.9	9.7	-2.1	-3.1
35	O=c1/c(=C\c2cccc(O)c2)sc2nc(-c3ccccc3)c(-c3ccccc3)n12	8.3	-12.9	2.9	-6.9
36	COCCNC(=O)CN(CCc1ccccc1)S(=O)(=O)c1ccc(OC)cc1	-8.0	-0.5	-8.6	2.2
37	CC(=O)Nc1ccc(C2=NN(C)C(=NCc3ccccc3)SC2)cc1	-10.3	-0.9	6.9	4.2
38	Cc1cc(C)cc(NC(=S)Nc2cccc3cnccc23)c1	-9.4	30.3	-66.4	9.1
39	Cc1ccc(N(Cc2ccccc2)C(=O)c2cc(S(=O)(=O)N3CCOCC3)ccc2C)cc1	11.1	6.2	5.4	13.8
40	Fc1ccccc1OCC1CCCN(Cc2nc(CC3CC3)no2)C1 (stereo not drawn)	-0.4	-17.5	-9.5	-0.8
41	CC(=O)c1c(C)[nH]c(C(=O)CN2C(=O)NC(C)(C)C2=O)c1C	-1.4	-3.9	8.5	4.1
42	O=C(CN1CCN(C(=O)C2CCCO2)CC1)Nc1ccc(Cl)c(Cl)c1 (stereo not drawn)	-2.6	7.4	-0.7	7.2
43	CC(C)(C)c1ccc(/C=N/OCC(=O)NCc2ccccc2)cc1	-5.3	-4.9	0.1	-1.7
44	COc1cccc(NC(=O)CN(C)C(=O)Cc2ccc3c(c2)CCC3)c1	9.4	6.6	-8.8	0.0
45	Nc1ccc2c(c1)-c1ccccc1S(=O)(=O)N2	-4.5	-15.3	-17.2	3.1

No.	CCR6 antagonist	697 NFkB inh	UBC13 polyUb	EBI2 antag
31	41.3	20.7	78.1*	-27.4
32	-7.2	5.7	7.6	0.6
33	19.0	14.9	-6.0	-8.7
34	8.8	9.4	7.5	4.8
35	13.6	0.9	10.4	26.3
36	-6.7	1.9	-6.2	3.9
37	2.1	-5.3	-3.7	5.4
38	-6.4	-12.1	-67.8	17.5
39	14.5	5.8	-1.2	13.9
40	4.0	25.4	2.4	-3.4
41	2.6	0.3	-3.5	-3.6
42	-8.5	14.3	6.1	6.6
43	-9.2	5.7	7.1	-1.1
44	8.5	6.7	2.2	11.9
45	-13.5	14.8	-7.0	-6.2

# Remaining list, next part:
No.	Compound	CXCR6 inh	Jurkat NFkB inh	APJ antagonist	Gli-Sufu block
46	O=C1CS/C(=N/N=C/c2ccccc2)N1c1ccc(O)cc1	-14.1	-7.0	-14.0	-12.6
47	CCN1CCN(CCCN(Cc2ccco2)C(=S)Nc2cccc(Cl)c2C)CC1	-5.9	-7.3	-5.8	5.9
48	CC(C)Cn1c(N)c(C(=O)COC(=O)c2ccncc2)c(=O)n(C)c1=O	6.0	-2.4	7.3	5.5
49	CCN(CC)S(=O)(=O)c1ccc(/C=C/C(=O)OCC(=O)Nc2cccc3ccccc23)cc1	6.7	-2.8	-10.6	-0.3
50	COc1ccc(/C=C/C(=O)NCCOc2ccc(C)cc2)cc1	-8.8	3.4	11.2	2.1
51	O=C1Nc2cc3c(cc2Sc2ccccc21)OCCO3	8.6	-22.7	2.4	-3.2
52	Cc1c(C)c2c(OCC(=O)O)cc3c(c2oc1=O)CCC(C)(C)O3	4.2	3.1	4.8	5.2
53	NC(=O)CC(NC(=O)c1cccc(Br)c1)c1ccc(NC2CCC2)c([N+](=O)[O-])c1 (stereo not drawn)	7.1	1.0	20.1	9.4
54	Cc1cc(N2CC(C(=O)O)CC2=O)ccc1Br (stereo not drawn)	-3.9	0.5	6.8	4.2

No.	CCR6 antagonist	697 NFkB inh	UBC13 polyUb	EBI2 antag
46	9.3	-14.3	-8.4	3.8
47	-1.6	-3.8	20.3	-9.0
48	1.8	-18.7	-4.1	4.8
49	-0.8	0.5	13.5	19.3
50	12.1	-34.5	5.0	21.2
51	7.2	-9.7	12.3	-3.0
52	-5.7	7.9	13.7	-3.9
53	21.1	3.6	-21.3	-7.8
54	-0.7	3.2	1.1	-5.7

# Assay outcomes (PubChem)
